# HIF-2a block – inhibitors of HIF-2a | inhibition, % at 18.8 µM | 786-0 RCC cells HIF-2a reporter, luciferase luminescence, overnight | 360,000 compounds, 0.72% hits;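 active = inhibition of the luminescence signal of 40% or more relative to plate controls, in a single-dose primary screen at 18.75 µM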
# Shn3 inh set2 – reduces Shn3 3'UTR luciferase signal in osteoblasts; Clone20 osteoblast Shn3 3'UTR firefly luciferase, 24 h; inhibition, % at 12.5 µM; 360,000 compounds, 0.52% hits;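 active = mean inhibition of at least 75% with every replicate also reaching 75%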;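 note: 0% = median of neutral control wells and 100% = pilot-screen positive control compound; some compounds past the cut are filed as inactive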
# TRPM1 prom inh – MITF TRPM1 promoter inhibition in SK-MEL-5 cells; 330,000 compounds, 0.83% hits; SK-MEL-5 TRPM1 promoter luciferase, 24 h; inhibition, % at 12.5 µM;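 active = mean inhibition across replicates of 60% or more, whatever share of single replicates reaches that level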; note: values of inactives mirror those of a sister screen read the other way
# iPSC survival up – enhancers of human iPSC single-cell survival; AID 602274; hiPSC single-cell survival, ATPlite luminescence; 100% = ROCK inhibitor wells, 0% = DMSO; 360,000 compounds, 0.044% hits; survival enhancement, % at 20 µM; in the data active = survival enhancement above about 18%;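 note: cells exposed to compounds for 16 hours before the ATP read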
# NR2E3 ag-1 – human photoreceptor-specific nuclear receptor agonism | Q9Y5X4 | CHO-S Gal4-NCOR/VP16-NR2E3 two-hybrid, luciferase | inhibition of corepressor binding, % at 3.98 µM | 360,000 compounds, 0.35% hits | AID 602229;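 active = inhibition above the mean of all tested compounds plus 3 SD, cut at about 70% in these data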;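 note: 0% = DMSO with NR2E3 transfected cells and 100% = cells lacking NR2E3 construct; higher means lower luciferase signal from less NR2E3 corepressor binding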
# Target sequence (Q9Y5X4 whole entry, looked up, the tested form may be a part): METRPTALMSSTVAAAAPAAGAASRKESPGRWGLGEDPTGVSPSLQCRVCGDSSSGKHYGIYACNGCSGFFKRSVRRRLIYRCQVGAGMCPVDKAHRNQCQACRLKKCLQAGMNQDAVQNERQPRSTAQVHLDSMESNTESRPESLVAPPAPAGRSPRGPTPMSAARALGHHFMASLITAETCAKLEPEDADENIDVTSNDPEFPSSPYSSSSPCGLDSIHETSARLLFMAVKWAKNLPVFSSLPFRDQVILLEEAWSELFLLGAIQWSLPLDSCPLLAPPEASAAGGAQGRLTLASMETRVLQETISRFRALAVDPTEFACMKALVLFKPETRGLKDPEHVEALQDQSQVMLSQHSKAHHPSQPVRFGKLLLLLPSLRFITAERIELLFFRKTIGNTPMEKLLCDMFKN
# KKLEB tox – CF airway cell cytotoxicity counter-screen; 360,000 compounds, 0.36% hits; KKLEB CF airway cells viability, ATPlite luminescence, overnight; stronger effect = lower value; cells stimulated with P. aeruginosa culture filtrate; activity change (cytotoxicity), % at 5 µM; AID 602141;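 active = corrected activity change at or below -50% at 5 µM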
# aDG glyco up – increases alpha dystroglycan glycosylation; AID 624168; 360,000 compounds, 0.22% hits; activation, % at 10 µM; Pro5-aDG cells, alpha-DG glycosylation AlphaScreen (IIH6); 0% Pro5, 100% B10-LARGE cell signal;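 active = activation of at least 8% versus controls, or a plate z-score of at least 8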;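 note: Pro5 are CHO cells carrying HIG-tagged alpha-DG that lacks glycosylation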
# CF NFkB block – inhibitors of cystic fibrosis induced NF-kB. AID 588850. inhibition, % at 5 µM. 360,000 compounds, 0.86% hits. KKLEB NF-kB-GFP reporter, PAF-induced, GFP fluorescence overnight;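 active = at least 50% inhibition at 5 µM, scaled per plate between neutral and stimulator controls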;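 note: PAF is a Pseudomonas aeruginosa culture filtrate used as stimulus; plate controls were PAF-stimulated DMSO wells for no effect and unstimulated DMSO wells for full effect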
# NR2E3 ag-2 – agonists of human nuclear receptor NR2E3; GST-NR2E3/biotin-RetCOR TR-FRET, 1536-well; inhibition of corepressor binding, % at 4.78 µM; 320,000 compounds, 0.12% hits; AID 2300;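 active = percent inhibition above the cutoff of mean plus 3 SD of all tested compounds, set per screening campaign, cut at about 20% in these data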;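 note: 0% = DMSO wells and 100% = biotin wells as full block of FRET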
#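 Material – GST-tagged NR2E3 plus biotinylated RetCOR corepressor · Quantity – NR2E3 fusion 1.35 nM · Times – 5 h incubation at 4 °C · Medium – pH 7.5 Tris-based buffer · Technique – TR-FRET, Eu(K)-anti-GST donor, streptavidin-D2 acceptor, ex 340, em 617/671 nm · Benchmarks – high control biotin, low control 0.6% DMSO · Format – 1536-well plates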
# TWEAK-Fn14 inh – inhibitors of TWEAK-Fn14 interaction signaling | TWEAK-stimulated Fn14 reporter cells, luciferase luminescence, 8 h | inhibition, % at 10 µM | 360,000 compounds, 2% hits | AID 1159606; in the data active = inhibition above about 50%
# Peg3 promoter – inhibitors of Peg3 promoter. HeLa PEG-Prom luciferase reporter, luminescence, overnight. inhibition, % at 20 µM. 360,000 compounds, 1.7% hits;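 active = inhibition of at least 50% at 20 µM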
# Starred values were filed as active, the others as inactive; i = inactive; . = no result given.
nr	compound	NR2E3 ag-2	TWEAK-Fn14 inh	TRPM1 prom inh	Peg3 promoter	Shn3 inh set2	NR2E3 ag-1	CF NFkB block	iPSC survival up	HIF-2a block	KKLEB tox	aDG glyco up
1	Cc1nnc(NC(=O)Cc2ccc(OCc3c(C)noc3C)cc2)s1	-1.1	-3.1	-2.5	13.9	5.3	4.6	-6.0	-0.7	16.1	5.9	-0.1
2	CCOC(=O)C1=C(O)C(=O)N(Cc2ccccc2)C1	0.3	5.9	9.2	13.4	-4.0	-15.6	5.2	0.1	10.8	-4.7	-0.2
3	Cc1ccccc1NC(=O)Cc1nc(COC(=O)c2ncc(Cl)c(Cl)c2Cl)cs1	.	-6.0	15.6	-7.5	-7.1	15.2	7.0	-0.2	3.4	11.9	0.5
4	Cc1nnc2n1N=C(c1ccccc1)CS2	-0.9	18.3	-3.6	2.9	0.9	-3.5	-2.1	0.0	13.1	2.7	-0.2
5	CCn1c(SCc2c(Cl)cccc2Cl)nnc1-c1nn(-c2ccccc2)ccc1=O	0.0	9.9	10.9	11.8	5.4	-9.4	2.3	3.6	23.5	-0.7	-0.2
6	CC(/C=N/NC(=O)c1cc(-c2cccs2)[nH]n1)=C\c1ccccc1	0.3	26.0	-4.3	-19.0	2.8	-41.7	-16.1	-1.2	-8.0	-3.1	-0.2
7	CC(C)(C)C(=O)Cn1ncc(N2CCCC2)c(Br)c1=O	2.2	6.5	-40.6	-167.7	-40.6	-82.7	-3.2	-0.8	-159.7	14.7	0.2
8	COc1cccc(C2=CC(=O)C[C@H](c3ccc4c(c3)OCO4)C2)c1OC	0.4	-24.1	-51.6	-146.9	-32.7	-37.9	3.2	0.0	-209.6	-20.3	-0.3
9	Cc1cc(OC(=O)c2cccc(C(F)(F)F)c2)c([N+](=O)[O-])c(=O)[nH]1	-0.6	0.5	1.0	3.2	-13.1	-29.1	-31.8	2.4	9.9	-0.7	0.1
10	O=C(C1CCCCC1)N1CCN(C(=O)C2CCCCC2)CC1	1.3	25.8	11.6	-1.4	8.2	11.5	8.2	-1.9	-12.9	4.6	-0.1
11	O=C(CC1COc2ccccc2O1)Nc1ccccn1 (centres undefined)	0.4	13.8	-10.6	-15.5	3.2	-14.7	5.4	1.6	-15.2	0.2	0.0
12	Nc1nc(NCCCN2CCOCC2)nc(Nc2cccc(F)c2)c1[N+](=O)[O-]	1.9	-30.7	-14.9	46.0	-2.0	9.0	-11.5	-0.4	-8.7	-12.9	-0.1
13	CCN1CCN(c2ccc(N3CCN(S(=O)(=O)c4cccc([N+](=O)[O-])c4)CC3)nn2)CC1	.	7.2	.	-1.7	-11.2	15.9	-16.4	-2.5	-11.4	0.8	0.1
14	COc1ccc(-c2csc(COC(=O)C(C)(C)C)n2)cc1	1.0	-23.7	-35.4	-84.1	-29.5	-19.6	-4.6	-0.6	-101.1	0.0	-0.1
15	CSc1ccccc1NC(=O)Nc1cccc2ccccc12	.	-17.2	11.6	8.1	-58.7	-19.6	-10.5	-0.5	-2.8	14.3	0.2

# Reprinted from the part before: two entries; new compounds follow.
nr	compound	NR2E3 ag-2	TWEAK-Fn14 inh	TRPM1 prom inh	Peg3 promoter	Shn3 inh set2	NR2E3 ag-1	CF NFkB block	iPSC survival up	HIF-2a block	KKLEB tox	aDG glyco up
14	COc1ccc(-c2csc(COC(=O)C(C)(C)C)n2)cc1	1.0	-23.7	-35.4	-84.1	-29.5	-19.6	-4.6	-0.6	-101.1	0.0	-0.1
15	CSc1ccccc1NC(=O)Nc1cccc2ccccc12	.	-17.2	11.6	8.1	-58.7	-19.6	-10.5	-0.5	-2.8	14.3	0.2
16	NC(=O)c1ccccc1OCC(=O)Nc1ccc(Cl)c(Cl)c1	-0.1	11.8	-64.4	-292.2	-72.6	-131.1	-32.2	-0.5	-216.7	0.4	0.2
17	C=CCNC(=O)C(=O)N/N=C/c1cccc(Br)c1	0.8	-5.0	3.6	-5.7	-9.7	-15.2	9.3	-0.1	-16.8	-2.1	0.3
18	O=c1c2cnn(-c3ccc(F)cc3)c2ncn1Cc1ccccc1	1.5	25.6	10.2	10.7	6.7	-16.2	-9.2	-0.5	3.4	3.3	0.6
19	CCCNC1CCS(=O)(=O)C1 (centres undefined)	1.8	-3.9	3.1	4.5	3.7	-17.2	5.7	-1.9	2.7	3.9	0.0
20	O=C(N/N=C/c1ccccc1)c1sccc1OCc1ccc(F)cc1	-1.7	-11.4	-17.8	-61.0	-15.9	-61.8	-6.0	-1.4	-70.3	-1.3	0.2
21	CCc1ccc(C(=O)OCC(=O)N2CCCCCC2)cc1	-0.2	8.9	-17.9	-77.3	-21.6	-12.1	8.2	-0.6	-23.7	-9.2	0.1
22	COc1cccc(CNC(=O)[C@H](CC(C)C)NC(=O)N2CCn3c2nc2ccccc23)c1	0.8	12.4	11.0	13.9	3.3	-9.4	1.4	-0.2	13.1	-8.4	0.3
23	Cc1cc(C)n(-c2ccc(C(=O)Nc3ccc(S(=O)(=O)NCc4ccco4)cc3)cc2)n1	-0.7	59.3*	39.3	20.6	72.0	36.1	-6.7	-3.8	8.8	8.2	5.2
24	O=C(CN1C(=O)C2CCCN2c2ncc(Cl)cc21)NCc1ccc2c(c1)OCO2 (centres undefined)	.	4.7	-1.7	17.9	18.1	13.7	-15.1	-0.4	11.4	-8.1	-0.1
25	Cc1ccccc1NC(=O)CN1C(=O)CSc2ccc(S(=O)(=O)N3CCCCC3)cc21	-0.7	-3.6	-4.5	15.2	9.0	-33.4	-14.1	0.0	14.2	2.1	-0.4
26	CCC(=O)c1cn(CC(=O)OC)c2ccccc12	-0.4	0.5	3.8	-1.6	-23.0	-1.4	-4.3	-0.4	22.9	7.6	0.1
27	COc1ccc(C(CNC(=O)C(C)Oc2ccc(Br)cc2)N2CCCCC2)cc1 (centres undefined)	-3.0	7.3	-7.7	15.3	-13.9	-30.8	-2.0	0.2	9.0	-29.7	-0.1
28	COC(=O)CC1COc2ccccc2N1C(=O)c1ccc(Br)cc1 (centres undefined)	3.3	-6.1	3.0	12.5	5.5	19.7	-3.3	-0.3	17.6	14.1	0.1
29	O=C(NCc1cn2ccccc2n1)c1ccccc1	3.6	-15.8	-3.6	-0.5	-4.6	15.9	5.8	3.0	-7.0	-4.7	0.3
30	O=C(c1ccc(S(=O)(=O)Nc2cccc(C(F)(F)F)c2)cc1)N1CCOCC1	-3.3	0.9	8.5	2.2	14.2	-6.8	5.5	1.0	6.9	6.4	0.3
31	Cc1cc(C)cc(NC(=O)C(OC(=O)c2ccc(NC(=O)CC#N)cc2)c2ccccc2)c1 (centres undefined)	3.4	-14.4	-5.5	1.6	7.6	-29.2	-13.8	0.1	-3.0	3.8	-0.2
32	CCOc1cc(NC(=O)c2ccccc2C(=O)O)c(OCC)cc1NC(=O)c1ccccc1F	0.2	-1.6	0.8	25.7	3.5	-32.0	13.5	-0.2	6.7	-12.3	0.4
33	CC(=O)Nc1ccc(-c2nn[nH]n2)cc1	-0.8	2.9	8.9	3.5	-6.0	4.9	-0.6	-0.2	15.2	3.4	0.0
34	O=[N+]([O-])c1cc(C(F)(F)F)c(Cl)cc1N1CCN(CCO)CC1	2.1	8.0	-6.0	-3.4	-24.6	10.8	0.6	2.7	13.5	4.0	0.0
35	Cc1ccn2c(=O)nc(SCC(=O)N3CCCCCC3)nc2c1	1.1	-7.8	-14.2	-11.8	-2.2	9.7	2.0	0.4	-8.8	-18.0	0.0
36	Cc1c(NC(=O)CSc2ccccc2F)c(=O)n(-c2ccccc2)n1C	6.7	17.7	8.9	5.9	-12.3	1.6	-7.3	-0.2	5.7	7.7	0.0
37	O=C(C=Cc1ccco1)c1ccc([N+](=O)[O-])cc1	.	2.5	-13.3	-17.8	-4.8	-27.1	5.8	-0.3	-17.1	1.8	0.0
38	O=C(NNC(=S)Nc1ccc(C(=O)O)c(O)c1)c1ccncc1	.	40.2	3.0	19.1	2.1	-19.3	4.4	-1.0	16.3	13.3	-0.1
39	O=C(NC1=NCCS1)c1cccc2ccccc12	3.3	-8.0	-11.1	-50.3	-7.8	-25.0	6.9	-0.9	-128.3	4.3	-0.1
40	CC(C)NC(=S)Nc1cccc2cnccc12	-2.6	12.6	17.1	9.9	-8.7	3.2	15.1	-0.8	13.2	-13.2	0.0
41	C#CCOCCOCCOCCNc1nc(N2CCN(C(=O)[C@H](CCCCN)n3cc(CCC(=O)O)nn3)CC2)nc(N2CCN(C(=O)[C@H](Cc3ccc(O)cc3)n3cc(CCO)nn3)CC2)n1	.	-8.2	-4.7	-5.9	7.3	-21.8	5.7	-0.8	1.3	-7.3	0.1
42	O=C(CCN1CCOCC1)NNC(=O)Nc1cccc([N+](=O)[O-])c1	3.4	6.2	4.5	18.6	-14.9	-3.1	-6.6	0.2	3.5	11.2	-0.2
43	CC1Cn2c(COc3ccccc3)nnc2S1 (centres undefined)	1.0	0.6	1.6	-0.4	-17.4	-27.4	5.3	3.7	4.3	6.7	0.3
44	COCCn1c(=NC(=O)CSCC(=O)N2CCOCC2)sc2ccccc21	0.5	2.5	-7.6	-0.8	-8.0	9.0	-9.3	0.5	10.9	1.7	-0.1
45	CN1/C(=C\C(=O)Nc2ccc(Cl)cc2)C(C)(C)c2ccccc21	-0.6	3.1	3.5	-16.1	8.2	-41.6	-3.5	-1.1	-36.4	10.0	-0.3
46	CC(CSc1nnnn1-c1ccccc1)Cn1c(N2CCN(C)CC2)nc2c1c(=O)[nH]c(=O)n2C (centres undefined)	0.1	3.5	2.7	6.8	3.2	-9.6	-1.1	-0.7	4.4	-14.6	-0.7
47	CCn1c(SCc2nc3ccccc3c(=O)[nH]2)nnc1C(C)NC(=O)c1ccccc1 (centres undefined)	4.6	1.2	8.6	8.2	4.9	-13.7	0.0	-0.4	16.4	-7.3	-0.1
48	Cn1c(N)c(C(=O)COC(=O)/C=C/c2ccc(Cl)cc2)c(=O)n(C)c1=O	-2.5	10.6	-4.4	-3.2	2.1	-2.7	3.4	-1.3	4.3	20.1	0.6
49	COc1ccc(/C=C/c2nnc(NC(C)=O)s2)cc1	-2.2	22.9	-26.9	-180.1	-104.0	-150.2	-9.3	-0.7	-115.7	12.3	0.2
50	NC(=O)C1=C[C@H](C2CCCCC2)C[C@H](OCc2ccc(CO)cc2)O1	1.9	-0.5	-101.6	i	-77.0	-126.2	4.1	2.6	-255.3	-10.1	0.0
51	COc1ccc(NC(=O)CCCN2C(=O)CN(C)C2=O)c(OC)c1	2.5	4.5	5.1	2.0	6.7	14.5	16.3	0.3	-4.1	9.6	-0.1
52	Cc1nn(Cc2ccc(C(=O)Nc3ccccc3C(F)(F)F)o2)c(C)c1Br	0.8	3.6	12.2	40.6	33.6	-1.3	13.2	-0.2	1.5	-20.1	2.7
53	CC(=O)Nc1ccc(OC(=O)c2cccnc2)cc1	-5.3	-5.0	0.2	4.1	32.7	-3.9	5.0	2.3	15.5	0.9	-0.3

# High-throughput results deposited in PubChem BioAssay by several laboratories.

# No enrichment for hits; about 4.4% have a hit in one of these screens.
